KKLEB cytotox = cytotoxicity in KKLEB CF airway cells, primary screen, cytotoxicity control for CF NF-kB inhibitor project, cell-based, uHTS, fluorescence assay plates | KKLEB CF airway cells viability, ATPlite luminescence, overnight; hits give low values; cells stimulated with P. aeruginosa culture filtrate | activity change (cytotoxicity), % at 5 µM | 360,000 tested, 0.36% active | AID 602141, 2011;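 active = corrected activity change at or below -50% at 5 µM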
SRC1 inh = SRC1 coactivator transcriptional activity inhibitors, primary screen, cell-based, luminescence; 360,000 tested, 0.12% active; Nuclear receptor coactivator 1 (Homo sapiens), Q15788; inhibition, % at 3.6 µM; HEK293 GAL4-SRC1 luciferase reporter;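 active = inhibition above the campaign mean plus 3 SD, with each screening campaign given its own cutoff, cut at about 60% in these data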;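 also: 0% = DMSO treated cells and 100% = gossypol at 36 µM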
Target sequence (Q15788 whole entry, looked up, the tested form may be a part): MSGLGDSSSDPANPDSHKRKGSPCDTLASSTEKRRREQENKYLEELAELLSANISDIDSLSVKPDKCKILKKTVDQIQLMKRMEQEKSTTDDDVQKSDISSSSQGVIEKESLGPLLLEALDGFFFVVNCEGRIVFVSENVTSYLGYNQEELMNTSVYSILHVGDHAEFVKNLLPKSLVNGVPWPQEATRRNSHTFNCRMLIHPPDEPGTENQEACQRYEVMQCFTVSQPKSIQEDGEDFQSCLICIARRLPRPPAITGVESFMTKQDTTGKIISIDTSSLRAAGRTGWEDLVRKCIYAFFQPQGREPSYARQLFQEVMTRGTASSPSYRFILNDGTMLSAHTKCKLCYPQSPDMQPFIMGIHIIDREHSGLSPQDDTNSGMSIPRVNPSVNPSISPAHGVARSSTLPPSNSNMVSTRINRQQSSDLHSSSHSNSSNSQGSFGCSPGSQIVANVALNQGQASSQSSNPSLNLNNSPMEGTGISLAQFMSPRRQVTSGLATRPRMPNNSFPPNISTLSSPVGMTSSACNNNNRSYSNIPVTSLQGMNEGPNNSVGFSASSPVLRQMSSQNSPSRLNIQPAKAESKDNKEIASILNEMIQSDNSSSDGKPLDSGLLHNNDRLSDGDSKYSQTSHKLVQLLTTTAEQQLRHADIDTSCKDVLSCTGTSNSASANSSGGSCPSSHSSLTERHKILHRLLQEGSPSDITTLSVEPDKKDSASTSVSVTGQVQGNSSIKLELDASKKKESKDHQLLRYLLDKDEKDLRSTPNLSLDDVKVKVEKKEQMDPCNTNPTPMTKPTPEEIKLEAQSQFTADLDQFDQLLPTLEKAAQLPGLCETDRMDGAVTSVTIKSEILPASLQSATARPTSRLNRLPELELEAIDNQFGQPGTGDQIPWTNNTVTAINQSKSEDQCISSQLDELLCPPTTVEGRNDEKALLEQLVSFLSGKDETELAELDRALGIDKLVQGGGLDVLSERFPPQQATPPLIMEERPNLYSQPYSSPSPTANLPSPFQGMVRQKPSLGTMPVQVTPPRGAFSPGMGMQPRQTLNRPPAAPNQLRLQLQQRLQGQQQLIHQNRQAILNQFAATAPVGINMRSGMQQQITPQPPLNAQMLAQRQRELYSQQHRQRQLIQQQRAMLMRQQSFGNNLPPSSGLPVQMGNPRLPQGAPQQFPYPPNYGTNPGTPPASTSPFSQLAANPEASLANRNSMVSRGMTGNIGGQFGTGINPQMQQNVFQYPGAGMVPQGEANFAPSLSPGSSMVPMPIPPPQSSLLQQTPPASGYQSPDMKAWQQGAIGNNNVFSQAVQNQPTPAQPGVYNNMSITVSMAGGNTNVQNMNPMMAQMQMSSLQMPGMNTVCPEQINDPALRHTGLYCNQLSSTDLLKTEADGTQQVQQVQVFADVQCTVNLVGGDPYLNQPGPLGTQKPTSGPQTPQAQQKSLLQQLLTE
NCOA3 inh = SRC3 coactivator transcriptional activity inhibitors, primary screen, cell-based, luminescence; HEK293 GAL4-SRC3 luciferase reporter; inhibition, % at 3.6 µM; 360,000 tested, 0.17% active;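 active = inhibition above a per-campaign cutoff, the mean of all compounds plus 3 SD, cut at about 60% in these data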;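 also: 0% = DMSO-treated cells and 100% = gossypol-treated cells at 36 µM; higher means less SRC3-driven luciferase light from the GAL4 reporter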
NR2F2 inh = NR2F2 transcriptional activity inhibitors, primary screen, cell-based, luciferase reporter, HEK293T, luminescence; HEK293T NGFI-A luciferase reporter; inhibition, % at 8.6 µM; 370,000 tested, 0.7% active; COUP transcription factor 2 (Homo sapiens), P24468;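 active = inhibition above a per-plate cutoff, mean inhibition of test wells between control levels plus 3 SD, cut at about 38% in these data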;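 also: cells cotransfected with COUP-TFII expression vector driving the NGFI-A reporter; 0% = median of COUP-TF2 test wells and 100% = reporter-only cells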
CF NFkB block = inhibitors of PAF-induced NF-kB signaling, primary screen, cell-based, GFP fluorescence, uHTS; KKLEB NF-kB-GFP reporter, GFP fluorescence overnight; inhibition, % at 5 µM; 360,000 tested, 0.86% active; AID 588850, 2011;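 active = at least 50% inhibition at 5 µM, scaled per plate between neutral and stimulator controls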;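 also: PAF is a Pseudomonas aeruginosa culture filtrate used as stimulus; plate controls were PAF-stimulated DMSO wells for no effect and unstimulated DMSO wells for full effect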
TWEAK-Fn14 inh = inhibitors of TWEAK-Fn14 signaling, primary screen, luciferase reporter cells, uHTS; TWEAK-stimulated Fn14 reporter cells, luciferase luminescence, 8 h; inhibition, % at 10 µM; 360,000 tested, 2% active; in the data active = inhibition above about 50%
NCOA2 inhibitor = inhibition of GAL4-SRC2 driven luciferase reporter, primary screen, SRC2 inhibitor project, cell-based, luminescence; Nuclear receptor coactivator 2 (Homo sapiens), Q15596; HEK293 GAL4-SRC2 luciferase reporter; inhibition, % at 9 µM; 370,000 tested, 0.17% active; AID 651957, 2012;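 active = inhibition above the mean inhibition of all tested compounds plus 3 SD, set per campaign, cut at about 52% in these data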;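 also: 0% = DMSO treated cells and 100% = cells given Gossypol at 36 µM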
TROY NFkB inh = inhibitors of TROY-driven NF-kB signaling, primary screen, Q293 LMP1-TROYcd cells, NF-kB luciferase, uHTS. Q293 LMP1-TROYcd NF-kB luciferase reporter, 4 h. AID 1347056, 2019. inhibition, % at 10 µM. 360,000 tested, 0.98% active;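 active = compounds whose plate-normalised and pattern-corrected inhibition of the luciferase reporter signal at the single screening dose is 50% or more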
C8 TRAIL sens = viability loss with TRAIL in NB7+C8 cells, primary screen, TRAIL sensitizer project, cell-based, ATPlite luminescence; inhibition (viability loss, TRAIL sensitization), % at 10 µM; 360,000 tested, 1% active; AID 624354, 2012;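 active = compounds causing at least 50% loss of cell viability in the single-dose screen, relative to plate controls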
EBV LMP1 NFkB = EBV LMP1-driven NF-kappaB luciferase reporter inhibitors, primary screen, cell-based, luminescence, single point; 350,000 tested, 0.69% active; LMP1-induced NF-kappaB luciferase reporter cells; inhibition, % at 12.5 µM; in the data active = inhibition above about 41%;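 also: 0% = neutral control wells and 100% = reference inhibitor control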
LRH-1 inv ag = LRH-1 (NR5A2) inverse agonists, primary screen, cell-based, luminescence, HEK293T, StAR-luciferase reporter; LRH-1 transfected, 24 h; AID 602396, 2012; 360,000 tested, 0.13% active; Nuclear receptor subfamily 5 group A member 2 (Homo sapiens), O00482; inhibition, % at 3.6 µM;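 active = inhibition above the mean inhibition of all tested compounds plus 3 SD, cut at about 73% in these data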;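 also: 0% = DMSO wells and 100% = reporter-only cells lacking LRH-1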
* marks the source's active call; other numbers are inactive results; · = not tested or not shown.

canonical_smiles	KKLEB cytotox	SRC1 inh	NCOA3 inh	NR2F2 inh	CF NFkB block	TWEAK-Fn14 inh	NCOA2 inhibitor	TROY NFkB inh	C8 TRAIL sens	EBV LMP1 NFkB	LRH-1 inv ag
O=C(COC(=O)c1ccc2ccccc2n1)Nc1ncc(C(F)(F)F)cc1Cl	5	-11	-1	4	-9	21	6	5	-20	5	11
CCC(C)(C)n1nnnc1C(c1ccc(OC)c(OC)c1)N1CCN(c2ccc(OC)cc2)CC1 (centres undefined)	-4	5	2	-7	-4	-15	-8	-4	6	2	-3
CN(C)S(=O)(=O)N(CC(=O)Nc1ccc(F)c(F)c1)c1ccccc1	-6	4	15	2	-6	19	0	-1	-3	0	-6
Cc1cc(C)n(C(=O)c2ccc(Cn3nc(C)c(Br)c3C)o2)n1	12	2	10	1	-2	-21	23	-2	2	1	1
CC1CCCCC1NC(=O)c1ccc(NS(=O)(=O)c2ccc3[nH]c(=O)[nH]c3c2)cc1 (centres undefined)	17	-3	-7	5	-14	1	-8	8	-7	-3	10
CC(C)C(C)NC(=O)COc1ccc(S(=O)(=O)N2CCOCC2)cc1[N+](=O)[O-] (centres undefined)	6	4	9	17	-11	-6	21	9	-9	1	8
CCOC(=O)N1CCN(S(=O)(=O)c2c(C)nc3scc(C)n3c2=O)CC1	-9	0	8	25	5	2	4	4	18	5	4
Cc1ccccc1N(CC(=O)NCC1CCCO1)C(=O)C1(C)CC(=O)N=C2C=CC=CN21 (centres undefined)	-6	-19	4	22	-1	0	-24	-11	-10	2	7
CCCN(CC(=O)Nc1ccccc1C)C(=O)c1cnc(C)cn1	-5	3	-8	3	0	9	8	-6	0	-1	-6
O=C(/C=C/c1ccccc1F)N1CCN(c2ccccn2)CC1	24	-26	4	-4	5	-5	-14	-13	1	-15	-7
Cc1cccc2c1-c1sc(C(=O)NCCCN3CCC(C)CC3)cc1CO2	4	-31	-3	4	8	-17	-48	-58	8	-17	-19
CN(C)c1ccc(S(=O)(=O)NCC(=O)OCC(=O)c2ccc[nH]2)cc1[N+](=O)[O-]	0	3	13	1	17	10	9	-9	4	-5	4
O=[N+]([O-])c1ccc(N2N=C(c3ccco3)CC2c2ccccc2)cc1 (centres undefined)	-8	9	14	5	-8	2	-19	11	2	7	-7
COc1ccc(C(C)=O)cc1CSc1nnc(Nc2ccccc2)s1	14	7	38	50*	4	70*	9	40	24	22	23
CCN(CC(=O)NCCCn1ccnc1)S(=O)(=O)c1ccc(C)cc1	-2	2	6	17	10	-13	6	1	1	-15	-10
Cc1cccc(NC(=O)/C(C#N)=C/c2cccc([N+](=O)[O-])c2)n1	-5	-19	-9	2	8	8	14	14	-3	0	-10
CCC(C)NC(=O)c1ccc(COc2ccccc2Cl)cc1 (centres undefined)	20	-71	-44	-8	-21	-32	-28	-57	15	-15	-28
Cn1cc(C(=O)O)c(-c2ccc3c(c2)OCCCO3)n1	5	11	9	-6	1	-3	-1	-18	-2	-2	-1
CN(Cc1ccc(F)cc1)C(=O)c1cccc(S(=O)(=O)NCc2ccccc2)c1	6	3	-10	11	0	-13	-18	2	4	-8	5
N#CCCn1cc(C(=O)CN2C(=O)C(=O)N(C3CCCC3)C2=O)c2ccccc21	-5	4	0	-3	3	7	-11	11	-9	7	14
Cc1c(NC(=O)NC(C)N2C(=O)C3C4C=CC(C4)C3C2=O)c(=O)n(-c2ccccc2)n1C (centres undefined)	-5	10	-17	16	2	-4	-8	-1	-8	0	-7
c1ccc(CSc2nnc(-c3sccc3-n3cccc3)o2)cc1	8	-1	-10	9	4	-31	-1	-40	1	-15	4
COc1ccc(NC(=O)Oc2cc(C)ccc2C(C)C)cc1	0	4	-6	-35	6	-12	-15	-7	-15	5	-9
CCOC(=O)C1(Cc2cccc(F)c2)CCN(C(=O)c2cscn2)CC1	-6	-1	-4	-18	15	5	-11	-32	4	-6	-18
O=[N+]([O-])c1ccccc1-c1ccc(CN2CCN(c3ccccc3)CC2)o1	4	4	2	6	-7	-8	5	0	16	-14	6
O=C(O)c1nn(CCOc2cccc(Br)c2)c(=O)c2ccccc12	-29	10	3	1	10	-28	15	12	-4	-8	13
Cc1ccccc1NC(=O)Cc1nc(CCl)cs1	3	-5	-3	3	-7	17	6	-7	-16	-7	-11
COc1ccc(NC(=O)CN2C(=O)C3CC=CCC3C2=O)cc1Cl (centres undefined)	-1	-14	12	-8	0	-2	-34	-12	3	-10	-9
O=S(=O)(c1cccs1)N1CN(Cc2ccccc2)c2nc3ccccc3nc21	-3	-30	-48	0	0	-20	-21	-49	-4	-3	-58
Cc1nc(-c2cccc(S(=O)(=O)N3CCCCC3)c2)cs1	-4	-8	7	7	0	-6	7	-3	3	-3	-13
CC(CNC(=O)c1ccc(OC2CCN(Cc3ccccn3)CC2)cc1)c1ccccc1 (centres undefined)	19	-15	-19	6	14	4	-16	18	16	2	-4
Brc1cc(Br)c2nc(-c3cccs3)ccc2c1	-10	-68	-37	2	1	-4	11	-67	1	-74	3
Cc1ccc2[nH]c(C(=O)N3CCN(C=O)CC3)cc2c1	1	-6	0	-17	8	13	-2	16	-4	-7	-26
Cc1cc(Cl)c2oc(C(=O)NCCN3CCOC3=O)c(C)c2c1	-1	-10	-4	-13	3	11	-8	-9	-40	-1	3
COc1ccc(CCNc2nc(-c3ccc(NC(C)=O)cc3)cs2)cc1OC	7	-44	6	1	-5	7	-6	-6	-1	9	2
CCN(CC(=O)Nc1cc(C)c(Cl)cc1OC)CC(=O)NC1CCS(=O)(=O)C1 (centres undefined)	-5	-19	16	13	14	14	2	10	-4	-10	10
O=C(NC(=O)N1CCCCC1)c1ccccc1	12	10	25	0	-14	5	1	3	-3	1	-5
CC1(C(=O)NS(=O)(=O)c2cccc(OC(F)F)c2)CCN1C(=O)Cc1cccs1 (centres undefined)	8	1	-2	-7	-11	-11	-8	7	7	·	13
CCC(C)(C)NC(=O)C(c1ccc(O)cc1)N(Cc1ccco1)C(=O)CCC(=O)Nc1ccccn1 (centres undefined)	0	18	-15	2	3	33	2	2	-17	-6	-3
Cc1ccc(-c2cc(=O)c3ccccc3[nH]2)cc1	-2	-34	-49	-14	4	0	-36	-62	35	-9	-50
CC(C)(C)c1ccc(CC(=O)N2CCC2(C)C(=O)NS(=O)(=O)c2ccc(C#N)cc2)cc1 (centres undefined)	24	5	5	-18	3	13	-58	-4	-12	·	8
O=c1[nH]nc(-c2ccccc2)cc1-c1ccccc1	1	7	25	24	-10	-9	-42	-37	-1	-8	3
CC(=O)NC(Cc1c[nH]c2ccccc12)C(=O)N1CCN(S(=O)(=O)c2ccccc2)CC1 (centres undefined)	2	-28	9	-8	8	3	3	-9	8	-6	13
COc1ccccc1-c1nnc(SCC(=O)Nc2ccc(Cl)cc2Cl)o1	2	-19	-9	12	6	-13	-9	-6	-18	-9	0
COc1ccccc1NC(=O)COc1ccc2ccccc2c1	16	-17	0	2	-4	-19	-13	-11	2	-2	-13
Cc1ccc(S(=O)(=O)N(CC(=O)Nc2ccc(F)cc2)C(=O)N2CCN(C)CC2)cc1	4	-51	-14	5	-13	6	-20	-5	-10	-8	-7
Cc1ccc(NC(=O)NNC(=O)C2CCN(Cc3ccc(F)cc3Cl)CC2)cc1	-10	-4	18	5	9	9	-29	21	-3	5	22
O=C(CN1C(=O)c2ccccc2C1=O)N1CCN(S(=O)(=O)c2ccccc2)CC1	3	2	-15	3	1	-7	-15	-1	-2	1	16
O=C(CCS(=O)(=O)c1ccccc1Cl)Nc1ccc(S(=O)(=O)Nc2ncccn2)cc1	9	-5	8	4	9	-2	-8	10	3	-8	-7
CC(C(=O)NC1=NCCS1)N1C(=O)C2CC=CCC2C1=O (centres undefined)	1	-5	-4	-5	9	-6	-7	12	-16	-10	3
O=C1/C(=C/c2ccc(S(=O)(=O)O)cc2S(=O)(=O)O)CCc2ccccc21	·	·	·	4	·	2	-16	-5	-18	·	-10
CN(C)C(=O)c1ccc2c3c(cccc13)CC2	-2	-2	-5	-1	-4	-7	5	-7	-8	10	4
O=C(NN1CCN(Cc2ccccc2)CC1)c1ccc(N2CCOCC2)c([N+](=O)[O-])c1	18	-3	12	-6	-7	5	-11	4	-5	7	8

Shown as a hit in NR2F2 inh, of those listed so far:
Compound,SRC1 inh,NCOA3 inh,NR2F2 inh,CF NFkB block,TWEAK-Fn14 inh,NCOA2 inhibitor,EBV LMP1 NFkB,LRH-1 inv ag
COc1ccc(C(C)=O)cc1CSc1nnc(Nc2ccccc2)s1,7,38,50*,4,70*,9,22,23

High-throughput results (PubChem)

No enrichment for hits. Share with any hit: about 4.2%.
